# ATG4B inhibitor: ATG4B (human) cysteine protease inhibition. Q9Y4P1. ATG4B cleavage of LC3-PLA2, NBD-HPC fluorescence, 1 h. inhibition, % at 8.33 µM. actives 0.51% (n = 340,000); in the data active = inhibition above about 40%
# Target sequence (Q9Y4P1 whole entry, looked up): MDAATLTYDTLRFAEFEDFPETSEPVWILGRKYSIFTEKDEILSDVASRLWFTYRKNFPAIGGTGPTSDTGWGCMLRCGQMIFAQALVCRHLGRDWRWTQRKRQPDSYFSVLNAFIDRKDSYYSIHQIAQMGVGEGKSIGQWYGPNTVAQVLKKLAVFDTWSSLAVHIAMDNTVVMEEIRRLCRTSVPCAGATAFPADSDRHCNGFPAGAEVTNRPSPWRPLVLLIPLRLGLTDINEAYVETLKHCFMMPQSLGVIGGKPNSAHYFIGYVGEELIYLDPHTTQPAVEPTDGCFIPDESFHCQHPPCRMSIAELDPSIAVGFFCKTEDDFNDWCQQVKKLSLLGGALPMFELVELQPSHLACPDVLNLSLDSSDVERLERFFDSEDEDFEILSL
# SENP8 inh: SENP8 (human) protease inhibition; Q96LD8; recombinant SENP8, Nedd8 substrate fluorescence; inhibition, % at 20 µM; actives 0.64% (n = 360,000); AID 602440; in the data active = inhibition mostly above about 40%, no sharp cut-off; inactive = mostly below about 27%
# Target sequence (Q96LD8 whole entry, looked up): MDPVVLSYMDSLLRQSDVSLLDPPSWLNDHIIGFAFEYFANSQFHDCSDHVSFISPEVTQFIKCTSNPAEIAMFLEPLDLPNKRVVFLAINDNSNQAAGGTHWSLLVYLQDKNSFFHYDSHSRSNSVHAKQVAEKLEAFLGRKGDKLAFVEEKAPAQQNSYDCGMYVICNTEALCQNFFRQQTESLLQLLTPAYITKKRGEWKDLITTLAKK
# SENP1 inh: SENP1 (human) catalytic domain inhibition; Q9P0U3; recombinant SENP1 catalytic domain, CyPet-SUMO1-YPet FRET cleavage; inhibition, % at 10 µM; actives 0.21% (n = 360,000); AID 624204;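 active = inhibition at least 30% at 10 µM, raw YFP signal under a set limit, fluorescence ratio 0.5 to 1.5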;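 also: 0% = enzyme with DMSO and 100% = no enzyme wells; some results filed as inactive read as strong as hits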
#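 Compound: 10 µM single point, 0.5% DMSO; Test system: hSENP1 catalytic domain, recombinant; Timing: 50 min reaction at room temperature; Technique: FRET, CFP and YFP emission; Control set: no-enzyme wells low, DMSO-plus-enzyme wells high control.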
# PfGluPho inh: PfG6PD (Plasmodium falciparum) enzyme inhibition; PfGluPho enzyme, NADPH resazurin-diaphorase fluorescence; inhibition, % at 20 µM; actives 0.78% (n = 350,000);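 active = inhibition reaching at least a set limit at 20 µM in the primary screen, cut at about 59% in these data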;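 also: 0% = DMSO wells with substrate and 100% = DMSO wells lacking glucose-6-phosphate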
# MPTP inh: inhibitors of mitochondrial permeability transition pore | AID 602449 | isolated mouse mitochondria, Ca2+ swelling absorbance, 30 min | inhibition, % at 10 µM | actives 1.4% (n = 360,000);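 active = inhibition of 50% or more, scaled per plate between neutral and stimulator controls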;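 also: 0% = DMSO wells given calcium and 100% = 1 mM EGTA wells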
# hIAP activ: human IAP activation. P09923. purified human IAP, CDP-Star luminescence, 30 min; active compounds read high; 1 = vehicle-only enzyme, 0 = enzyme-free background. activation factor at 10 µM. actives 0.16% (n = 330,000);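 active = activation factor of the enzyme at least 2-fold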; also: the source names both 10 and 20 µM as test concentration; values of inactives mirror those of a sister screen read the other way
# SENP6 block: inhibitors of human SENP6 protease | actives 1.8% (n = 330,000) | inhibition, % at 10 µM | Recombinant SENP6 catalytic domain, aminoluciferin luminescence | Q9GZR1;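 active = inhibition above about 50% at the single tested dose, limit read from the data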;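 also: plate controls were DMSO wells with enzyme for no effect and DMSO wells lacking enzyme for full effect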
# Target sequence (Q9GZR1 628-1112 limits assumed): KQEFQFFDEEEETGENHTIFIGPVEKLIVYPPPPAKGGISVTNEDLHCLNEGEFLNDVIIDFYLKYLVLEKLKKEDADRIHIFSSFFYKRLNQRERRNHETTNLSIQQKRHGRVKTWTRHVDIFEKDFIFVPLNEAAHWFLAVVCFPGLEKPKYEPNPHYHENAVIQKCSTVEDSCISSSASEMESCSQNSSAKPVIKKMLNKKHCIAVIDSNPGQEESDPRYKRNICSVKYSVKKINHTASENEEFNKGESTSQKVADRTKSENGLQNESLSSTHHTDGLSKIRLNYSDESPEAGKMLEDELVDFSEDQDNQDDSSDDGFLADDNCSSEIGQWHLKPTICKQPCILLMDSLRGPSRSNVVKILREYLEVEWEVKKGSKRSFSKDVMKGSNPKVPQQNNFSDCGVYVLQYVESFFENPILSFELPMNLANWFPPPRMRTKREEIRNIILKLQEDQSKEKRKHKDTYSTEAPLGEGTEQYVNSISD
# GRIN3A LBD mod: modulates the human NR3A ligand-binding domain; Tm shift relative to glycine control, % at 25 µM; AID 1259313; actives 2.5% (n = 340,000); NR3A LBD differential scanning fluorimetry, Tm shift; 0% = protein alone, 100% = glycine-bound protein;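 active = melting temperature shift of at least 10% of the positive control shift, at one fixed dose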
# Numbers without * were called inactive; i = inactive; . = not tested or not shown.
SMILES,ATG4B inhibitor,SENP8 inh,SENP1 inh,PfGluPho inh,MPTP inh,hIAP activ,SENP6 block,GRIN3A LBD mod
CCn1c(SCC(=O)NNC(=O)c2ccc(C)cc2)nnc1C1CC1,-1,15,1,-8,1.4,1.3,-30,0
CCOc1ccc(S(=O)(=O)NCc2ccccn2)cc1NC(=O)c1ccccc1F,-5,5,1,1,2.3,1.4,-8,-2
Cc1ccc(-n2nc3c(c2NC(=O)CC(C)C)CS(=O)C3)cc1 (configuration not stated),6,5,-1,20,0.4,1.1,-2,0
CC(=O)Nc1ccc(Nc2ccc([N+](=O)[O-])cn2)cc1,-1,30,10,9,0.2,1,1,11*
CC(=O)Nc1ccc(NS(=O)(=O)c2cc(-c3cnc(C4CC4)o3)ccc2C)cc1,-13,10,0,-2,-2.2,1.2,-15,-1
CCCc1c(O)nc(SCCN(CC)CC)[nH]c1=O,-11,11,0,-2,-0.2,0.94,7,1
CCOc1ncccc1C(=O)OCC(=O)Nc1cc(C(C)(C)C)ccc1OC,-3,3,1,9,0.9,0.95,5,-1
CN(c1ccccc1)S(=O)(=O)c1ccc(C(=O)Nc2nnc(C3CC3)o2)cc1,0,17,3,-1,0.6,0.86,-16,-2
COc1ccccc1-c1cc(C(F)(F)F)nc(N2CCOCC2)n1,-11,-199,2,5,0.3,1,-6,3
Cc1cccc(C)c1Nc1c(-c2ccc(N3CCOCC3)cc2)nc2cnccn12,-9,-398,-37,0,0.8,0.95,-11,-2
COC(=O)C1=C(C)NC(C)=C(C(=O)OC(C)C)C1c1cccc2nonc12 (configuration not stated),-12,10,5,14,-0.1,1.1,2,2
Cc1ccccc1OCC(=O)Nc1ccc(Cc2ccncc2)cc1,0,2,0,-2,3.9,0.93,-20,0
COc1ccc(CC(=O)OCC(=O)c2c(N)n(C)c(=O)n(C)c2=O)cc1OC,-10,3,1,8,-0.4,1.1,-12,1
CCCOc1ccc(-c2nc(OC)c3ccccc3n2)cc1,0,-45,1,19,4.4,1.3,-15,0
O=C(NCC(=O)N1CCC2(CC1)NCCc1[nH]cnc12)c1ccc(Br)cc1,-2,14,1,-8,0.5,1.1,-7,0
O=C(COC(=O)c1cccc(S(=O)(=O)N2CCOCC2)c1)Nc1ccc2c(c1)OCO2,-11,3,1,-8,-4.1,0.86,2,-1
CC(=O)N1c2ccc(S(=O)(=O)N(C)CC(=O)Nc3ccccc3C)cc2CC1C (configuration not stated),-4,13,1,-4,0.2,1.2,-12,2
CSc1nncn1/N=C/c1ccc2c(c1)OCO2,-7,-20,1,0,-1.8,1,-10,-2
COc1ccc(OC)c2c(N)c(C#N)c(C(F)(F)C(F)(F)F)nc12,3,i,-133,-1,2.0,1.1,-10,3
O=C(Nc1ccc(Br)cc1)N1CCCCC1,1,18,0,4,0.6,0.89,-1,1
COC(=O)c1ccc(NC2CC(=O)N(c3ccccc3C)C2=O)cc1 (configuration not stated),-10,14,0,-9,0.2,0.94,-11,0
Cc1ccc(C)c(NC(=S)NNc2ccc(F)cc2F)c1,1,8,2,24,-2.7,0.97,26,0
CNC(=O)c1ccc(NC(=O)CCNC(=O)Nc2ccccc2)cc1,-1,13,1,6,-2.6,0.92,-18,4
CCNC(=O)NC1(C(=O)Nc2ccc3c(c2)OCCO3)CCCCC1,-8,33,0,3,-2.4,1,0,0
NC(=O)CSc1nnc(CNc2ccc(F)cc2)n1CC1CCCO1 (configuration not stated),-10,33,0,-1,-0.9,1,0,2
SMILES,ATG4B inhibitor,SENP8 inh,SENP1 inh,PfGluPho inh,MPTP inh,hIAP activ,SENP6 block,GRIN3A LBD mod
O=C(CNCc1ccc(F)cc1)Nc1ccccc1[N+](=O)[O-],8,17,1,-5,-0.1,0.98,0,-2
CC(=O)Nc1sc(N/N=C/c2ccccc2)nc1-c1ccc(C)cc1,-10,-57,-1,21,0.7,0.91,6,11*
O=C(CCn1nc(-c2ccccc2)ccc1=O)N1CCN(c2ccccc2)CC1,2,16,2,-2,0.3,0.99,-15,1
Cc1ccc(N=C2NC(=O)/C(=C\c3cccs3)S2)cc1C,15,-4,-3,-42,6.9,1.1,0,-4
CCN1CCN(C(=O)c2cc3sccc3n2CC(=O)c2ccccc2)CC1,-4,11,0,-6,0.0,0.89,3,-1
O=C(c1cc2ncc(CCCl)cn2n1)N1CCCCCC1,3,-26,0,17,0.6,1.2,-7,-1
Cc1nc2ccc(NC(=O)c3ccc(S(=O)(=O)N4CCOCC4)cc3)cc2s1,-10,27,5,-5,0.6,0.94,2,-2
CC1CCN(C(=O)COC(=O)c2cc(Cl)cc(Cl)c2N)CC1,8,-280,-1,6,0.1,1.1,-4,0
CC(=O)N1N=C(c2cccc(O)c2)CC1c1cccs1 (configuration not stated),4,-30,2,-4,4.4,1.2,13,-3
CCCn1nnc(NC(=O)c2ccc(Br)o2)n1,-16,-2,2,3,-4.0,0.83,-9,3
CCC1CCc2c(sc(NC(=O)c3cnccn3)c2C(N)=O)C1 (configuration not stated),-3,5,-2,69*,-1.4,1.2,16,2
Cc1ccccc1C(=O)Nc1ccnn1C1CCN(Cc2ccc(CO)o2)CC1,-5,7,0,8,0.9,1.2,-9,4
COc1ccccc1NS(=O)(=O)c1cc(C(=O)NCC(c2ccco2)N(C)C)ccc1C (configuration not stated),-10,0,-1,-3,0.2,0.93,-6,-1
CCN1C(=O)[C@@H]2Cc3c([nH]c4ccccc34)C(c3ccc(OC)cc3)N2C1=S (some centres not stated),-2,-42,-33,9,2.9,0.97,13,-22
Cc1ccnc(NS(=O)(=O)c2ccc(NS(=O)(=O)c3ccccc3)cc2)n1,3,9,-21,-18,-1.0,1.1,13,7
Cc1cc(SCC(=O)NC(=O)NCc2ccco2)nc2c(C)cccc12,-8,7,-12,32,-0.3,0.97,-6,-13
Cc1cc(NC(=O)C2CC(=O)N(c3ccc(F)cc3)C2)no1 (configuration not stated),-5,9,2,-17,1.0,0.94,-14,0
COc1ccccc1-c1sc2cc3c(cc2c1C#CC1(O)CCCCC1)OCO3,8,-477,-10,10,0.4,0.95,0,-16
O=c1ccc(C(F)(F)F)cn1Cc1cc(=O)n2cc(Br)ccc2n1,-9,-106,-2,7,0.2,0.96,-13,-2
NC12CC3CC(C1)CC(CO)(C3)O2,4,13,2,-6,1.5,1.1,0,1
Cc1nc(SCC(=O)N(C)Cc2ccco2)c2c(C)c(C)sc2n1,37,4,-2,28,1.3,0.83,14,0
Cc1ccc(/C=C/C(=O)O)cc1S(=O)(=O)NCC1CCCO1 (configuration not stated),-4,1,0,-4,-1.7,1,-9,-1
O=C(CN1C(=O)NC2(CCCCC2)C1=O)Nc1cccc(S(=O)(=O)N2CCOCC2)c1,-2,29,2,-16,-1.2,1,-17,-1
O=C(CC1C(=O)NCCN1Cc1cccc(F)c1)NC1CCCCCC1 (configuration not stated),-5,-65,-16,5,-1.7,1.1,3,-1
Cc1cnc(NC(=O)CSc2nnc(-c3ccncc3)n2C2CCCCC2)s1,-1,13,0,-3,0.9,0.97,-1,-4

# Molecules shown so far that have a nitro group on carbon (2):
SMILES,ATG4B inhibitor,SENP8 inh,SENP1 inh,PfGluPho inh,MPTP inh,hIAP activ,SENP6 block,GRIN3A LBD mod
CC(=O)Nc1ccc(Nc2ccc([N+](=O)[O-])cn2)cc1,-1,30,10,9,0.2,1,1,11*
O=C(CNCc1ccc(F)cc1)Nc1ccccc1[N+](=O)[O-],8,17,1,-5,-0.1,0.98,0,-2

# Next records
SMILES,ATG4B inhibitor,SENP8 inh,SENP1 inh,PfGluPho inh,MPTP inh,hIAP activ,SENP6 block,GRIN3A LBD mod
O=C(O)c1cc2ccccc2c2c1C(=O)c1ccccc1-2,.,4,-5,3,0.0,.,.,.
CC1CCCN(C(=O)COC(=O)C2=COCCO2)C1 (configuration not stated),-5,7,0,-1,-1.0,1.1,-11,3
COc1cccc(-c2nc(COc3ccc(Cl)cc3Cl)no2)c1,-10,17,5,6,0.1,0.83,-15,2
CC(C(=O)NC1=NCCS1)N1C(=O)c2ccccc2C1=O (configuration not stated),2,14,-19,1,25,1.1,2,2
COC(=O)C1(C(=O)OC)NOC2C(=O)N(c3ccc(Cl)cc3Cl)C(=O)C21 (configuration not stated),-1,6,2,-22,-2.6,0.82,6,-1
Cc1cccc(-n2nnnc2SC(C)C(=O)NCCC2=CCCCC2)c1 (configuration not stated),-4,12,-2,17,4.7,1,0,0
COC(=O)C1=C(C)NC(c2c(O)ccc3ccccc23)C(C(=O)OC)=C1C (configuration not stated),-9,-7,-1,-3,-0.2,0.94,-27,-5
COc1cccc(/C=C/C(=O)OCC(=O)Nc2ccc3[nH]c(=O)[nH]c3c2)c1OC,4,-485,0,6,0.6,0.92,-21,-3
O=S(=O)(c1ccc(Cl)cc1)N1CCN(c2ccccn2)CC1,-3,26,1,-4,1.2,1.1,13,1
COC(=O)c1ccc(NS(=O)(=O)c2ccc(S(=O)(=O)N3CCOCC3)cc2)cc1,-10,-10,-1,-12,-1.1,1,-4,1
CN(C)C(=O)CCc1ccc2c3c([nH]c2c1)[C@]1(C)[C@@H](C(=O)N2CCOCC2)C[C@H](CC(=O)NCCc2ccccn2)C(=O)N1CC3,-6,6,0,10,-1.0,.,.,3
COc1ccc(NS(=O)(=O)c2ccc(NC(=S)NC(=O)c3ccc(Br)cc3)cc2)nn1,0,4,5,-17,0.8,0.96,0,-8
COc1ccc(Cl)cc1-n1c(C)cc(C(=O)OCC(=O)N2CC(=O)Nc3ccccc32)c1C,-3,2,1,-8,-1.6,0.96,-6,-11
Cc1nc2nc(-c3ccc(Cl)cc3)[nH]n2c(=O)c1Cc1ccccc1,7,-5,0,14,0.5,1.2,26,-8
O=C(Cn1ccc2ccccc2c1=O)N1CCN(c2cccc(Cl)c2)CC1,0,-12,3,9,1.2,1.4,-2,0
O=C(O)CC(NC(=O)OCc1ccccc1)c1ccccc1 (configuration not stated),0,-21,2,-22,-5.4,1.1,-6,1
CCN(CC)CCSc1nc(O)c(C(C)C)c(=O)[nH]1,-8,1,1,-9,-0.3,1,-4,-3
Cc1cccc(N=C2C(=O)Nc3c(Cl)cccc32)c1,-1,-4,-8,4,1.5,1.1,15,0
CCN(CC)c1ccc(/C=N/NC(=O)c2ccc3c(c2)OCCO3)cc1,-7,-446,-65,13,-0.3,1.2,-8,-2
Cc1cccc(NC(=O)CSc2nnc(CNC(=O)c3ccco3)o2)c1,0,0,0,4,-0.9,0.71,-4,-3
O=C(COC(=O)c1cccnc1Cl)Nc1cc(S(=O)(=O)N2CCCCCC2)ccc1Cl,-3,0,-1,8,-1.6,1.1,-1,-8
O=C(Cc1n[nH]c(=O)c2ccccc12)N1CCN(S(=O)(=O)c2ccc(F)c(Cl)c2)CC1,-6,4,-2,1,0.9,1.1,5,-1
CC(C)CCNC(=O)c1cccc(Cl)c1,-3,11,2,-2,0.9,1,-10,-1
CCOc1cc(/C=N/NC(=S)Nc2ccccc2C(F)(F)F)ccc1OCC(=O)N1CCOCC1,-11,7,0,-9,0.9,1,-5,-11
CCC(=O)N1CCc2cc(S(=O)(=O)N(CC)c3cccc(C)c3)ccc21,-1,20,3,0,1.7,1,-13,-2
Cc1ccccc1-c1nnc(CN2CCC(C)CC2)o1,0,15,2,-1,-0.1,1.2,-12,1
Cc1ccc2nc(N3CCC(C(=O)O)CC3)nc(-c3ccccc3)c2c1,15,i,-18,-31,-4.0,1,-6,0
COc1ccc(N2CCN(C3CCCN(S(=O)(=O)c4ccc(C)cc4C)C3)CC2)cc1 (configuration not stated),-2,16,2,14,2.2,0.92,3,1

# Some of the entries above, set out differently:
Structure	ATG4B inhibitor	SENP8 inh	SENP1 inh	PfGluPho inh	MPTP inh	hIAP activ	SENP6 block	GRIN3A LBD mod
CC1CCCN(C(=O)COC(=O)C2=COCCO2)C1 (configuration not stated)	-5	7	0	-1	-1.0	1.1	-11	3
COc1cccc(-c2nc(COc3ccc(Cl)cc3Cl)no2)c1	-10	17	5	6	0.1	0.83	-15	2
CC(C(=O)NC1=NCCS1)N1C(=O)c2ccccc2C1=O (configuration not stated)	2	14	-19	1	25	1.1	2	2
COC(=O)C1(C(=O)OC)NOC2C(=O)N(c3ccc(Cl)cc3Cl)C(=O)C21 (configuration not stated)	-1	6	2	-22	-2.6	0.82	6	-1

# Compound activity: PubChem BioAssay, Sanford-Burnham Center for Chemical Genomics
